Screening results (PubChem)
Yp Topo-I inh – inhibitors of Yersinia pestis topoisomerase I; Y. pestis Topo-I cleavage product accumulation, plate reader; activity, % at 10 µM; hit rate 0.064% among 360,000; AID 504884; in the data active = activity above about 50%, passing the limit was not always enough; inconclusive = no clear call, values can overlap the other calls; also: inactives centre near 2
TcdB GH inh – TcdB glycohydrolase inhibition. inhibition, % at 9.99 µM. P18177. TcdB glycohydrolase enzymatic assay, plate reader. hit rate 0.24% among 350,000; in the data active = inhibition above about 10%
MazEF act – MazEF (E. coli) toxin RNase activation. hit rate 0.32% among 350,000. activation, % at 20 µM. P0AE70. FAM/BHQ RNA-DNA oligo cleavage fluorescence, 5 h; in the data active = activation above about 50%
Target sequence (P0AE70 whole entry, looked up): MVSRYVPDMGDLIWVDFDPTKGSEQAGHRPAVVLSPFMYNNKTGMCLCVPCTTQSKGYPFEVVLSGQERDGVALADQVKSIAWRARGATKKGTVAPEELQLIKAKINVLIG
DUSP3 inh – DUSP3 (human) phosphatase inhibition; P51452; recombinant VHR phosphatase, pNPP absorbance; inhibition, % at 13.3 µM; hit rate 0.52% among 290,000; AID 1654; in the data active = inhibition above about 50%; also: some compounds called inactive have numbers as strong as hits
Target sequence (P51452 whole entry, looked up): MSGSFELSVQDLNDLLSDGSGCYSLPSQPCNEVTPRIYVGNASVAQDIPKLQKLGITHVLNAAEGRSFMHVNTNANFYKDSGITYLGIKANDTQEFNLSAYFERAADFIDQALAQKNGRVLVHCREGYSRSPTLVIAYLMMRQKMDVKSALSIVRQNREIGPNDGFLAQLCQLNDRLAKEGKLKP
Rv3671c inh – inhibits the M. tuberculosis serine protease Rv3671c | P9WHR9 | hit rate 0.048% among 320,000 | inhibition, % at 5.96 µM; in the data active = inhibition above about 38%;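 also: extracellular domain of Rv3671c used as enzyme; 0% = enzyme with DMSO and 100% = no enzyme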
Target sequence (P9WHR9 whole entry, looked up, the tested form may be a part): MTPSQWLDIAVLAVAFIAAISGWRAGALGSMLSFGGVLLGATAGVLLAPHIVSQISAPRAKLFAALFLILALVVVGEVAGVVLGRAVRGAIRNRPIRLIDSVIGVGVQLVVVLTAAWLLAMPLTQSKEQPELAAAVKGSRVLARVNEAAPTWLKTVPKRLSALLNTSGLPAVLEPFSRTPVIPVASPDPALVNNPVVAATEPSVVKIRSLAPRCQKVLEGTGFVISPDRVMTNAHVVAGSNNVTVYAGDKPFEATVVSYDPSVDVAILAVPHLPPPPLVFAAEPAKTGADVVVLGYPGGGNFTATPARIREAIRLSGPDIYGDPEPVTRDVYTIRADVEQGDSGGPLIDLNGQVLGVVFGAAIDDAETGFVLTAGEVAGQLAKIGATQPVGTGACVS
PriA SSB inh – blocks PriA binding to SSB C-terminal tail; AID 1272365; hit rate 0.6% among 430,000; AlphaScreen SSBct-PriA binding, biotinylated peptide; inhibition, % at 33 µM; in the data active = inhibition mostly above about 37%, no sharp cut-off; inactive = mostly below about 20%;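 also: plate controls were negative control peptide for no effect and reference peptide for full effect; strong numbers were not always called active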
SARS 3CLpro inh – SARS-CoV 3CLpro protease inhibition; P0C6X7; recombinant SARS-CoV 3CLpro, quenched FRET peptide cleavage; inhibition, % at 6 µM; hit rate 0.14% among 290,000; in the data active = inhibition above about 12%
BH1578 lux ind – induces V. cholerae light production without autoinducers; V. cholerae BH1578 lux reporter, luminescence, 6 h; activation, % at 18.7 µM; hit rate 0.16% among 350,000; AID 588436; in the data active = activation mostly above about 9.7%, no sharp cut-off; inconclusive = no clear call, values can overlap the other calls; inactive = mostly below about 3.7%; also: not every result past the cut was called active; inactives centre near 0; reference of the scale not given here
Anthrax LF inh2 – anthrax lethal factor protease inhibition | inhibition, % at 10 µM | hit rate 0.12% among 360,000 | multiplex microsphere protease cleavage assay, LF; in the data active = inhibition above about 30%; inconclusive = no clear call, values can overlap the other calls; also: plate controls were buffer without enzyme for full effect and enzyme alone for no effect
PfHsp40 yeast – compounds rescuing yeast from Plasmodium falciparum HSP40 toxicity | hit rate 0.68% among 340,000 | growth rescue, % at 12.5 µM | AID 504582 | S. cerevisiae expressing PfHsp40, growth rescue, ATP luminescence; in the data active = growth rescue above about 28%, passing the limit was not always enough; inconclusive = no clear call, values can overlap the other calls;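 also: yeast W303a lacking pdr1 and pdr3 grown in galactose medium; growth measured after three days at 30 °C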
An asterisk follows results filed as active; i = inactive; ? = inconclusive; / = no result given; & = joins results of further samples. Only part of the results is shown; the hit share may differ from the screen's.

SMILES	Yp Topo-I inh	TcdB GH inh	MazEF act	DUSP3 inh	Rv3671c inh	PriA SSB inh	SARS 3CLpro inh	BH1578 lux ind	Anthrax LF inh2	PfHsp40 yeast
CCN1C(=O)[C@H]2[C@@H](c3ccc(C)cc3)N3C(=O)N(c4cccc(C)c4)C(=O)[C@@]3(Cc3ccccc3)[C@H]2C1=O	12	0.8	1	28	0	-2	1	-0.4	1	0.0
CCOC(=O)c1[nH]c(C)c(C(=O)NCCN2CCOCC2)c1C	3	0.7	-1	11	-3	0	-1	-0.4	-6	-0.7
CC(OC(=O)c1cc(-c2cccnc2)nc2ccccc12)C(=O)Nc1ccc2ccccc2c1 (centres undefined)	-2	0.8	-6	-4	-14	1	2	-3.6	-2	1.2
CC(=O)c1cccc(NC(=O)C(C)OC(=O)CCC2CCCCC2)c1 (centres undefined)	2	-1.0	4	/	7	-7	/	-1.6	3	6.3
Cc1sc2nc(C)n(/N=C/c3ccccc3)c(=O)c2c1C	4	1.4	6	5	-4	/	-1	-0.3	-6	-0.8
CCC1(CC)NC(=O)N(CC(=O)OCC(=O)Nc2ccccc2[N+](=O)[O-])C1=O	3	-0.5	-8	-13	-5	6	1	-0.6	-1	-0.1
COc1ccc(CN2C(=O)CCCc3ccccc32)cc1	11	-0.6	-34	-15	-2	-11	-4	1.6	-4	-1.4
Cc1cc(=O)oc(C)c1C(=O)NCC1COc2ccccc2O1 (centres undefined)	1	4.3	-2	0	0	-12	-7	-0.4	-6	0.0
Cc1ccc(C(=O)n2cnnc2N)cc1C	2	/	-8	14	-1	-4	-7	/	-6	-0.5
CC(NC(=O)Cc1ccc(NS(=O)(=O)c2cccc(C(F)(F)F)c2)cc1)c1ccccn1 (centres undefined)	-1	-3.7	-7	-12	4	5	5	i	-13	-1.0
COc1ccc(C(=O)NCc2ncccc2C)cc1OC1CCN(C(C)=O)CC1	3	-0.4	8	-3	-2	-4	-4	0.8	-4	-0.3
O=C(CNC(=O)c1ccccc1)OCC(=O)N1N=C(c2ccc(Cl)cc2)CC1c1ccco1 (centres undefined)	11	0.8	-6	19	3	-13	2	-0.2	0	0.4
Cc1cccnc1NC(=O)Nc1cccc(F)c1	-1	1.3	-2	/	/	/	/	i	-2	/
COc1cccc(Cn2nnc(C(=O)Nc3cc(Cl)ccc3OC)c2N)c1	1	0.4	-1	-4	-157	-8	4	-0.3	-8	1.6
Cc1cccc(C)c1NC(=O)CNC(=O)Cc1ccc(Br)cc1	0	2.0	2	-23	-2	-1	1	1.4	1	0.1
Nc1nc(-c2ccco2)nn1S(=O)(=O)c1ccc(Cl)cc1	11	0.5	11	30	10	-4	2	-3.0	-3	1.7
O=C(Nc1ccccc1Cl)c1cc(C2CCCCN2C(=O)c2cccs2)on1 (centres undefined)	27	-0.1	/	/	/	/	/	i	1	/
CC1(C(=O)NS(=O)(=O)c2ccc(F)cc2F)CCN1C(=O)CC1CCCCC1 (centres undefined)	-5	-0.5	/	/	/	/	/	i	-1	/
N#C/C(=C\c1ccc[nH]1)C(=O)Nc1ccccc1Cl	-7	0.5	-5	16	1	-19	0	i	3	-0.5
CC1CCN(c2ccc(/C=C(\C#N)c3nn(-c4ccccc4)c(N)c3C#N)cc2[N+](=O)[O-])CC1	6	/	7	5	-2	21	0	-1.4	-1	0.2
CC(C)(C)SCCNC(=O)CN(c1ccc(F)cc1)S(C)(=O)=O	-4	/	12	-14	6	-12	0	-0.6	-7	-1.7
COc1ccc(-n2nc(C(=O)NCC(=O)NCCC3=CCCCC3)c3ccccc3c2=O)c(OC)c1	3	0.3	10	26	-9	6	3	-0.5	4	-0.6
CCN(CC)c1ccc(NC(=O)CCNS(=O)(=O)c2ccc3c(c2)CCC(=O)N3)c(C)c1	-1	-0.3	6	76	-9	24	0	-0.2	-1	1.0
Cc1ccc(S(=O)(=O)N2CCOCC2)cc1NC(=O)COC(=O)c1ccc(OCc2c(C)noc2C)cc1	23	0.6	-3	-3	-13	7	-6	i	0	-0.8
COc1cc(S(=O)(=O)NCC2COCCO2)ccc1-n1cnnn1 (centres undefined)	2	/	4	4	3	-6	1	i	4	-1.6
COc1ccc(N2CC(O)=C(c3nc(C)cs3)C2=N)cc1	0	-3.4	-1	44	-6	-7	1	0.9	-1	0.5
O=C(O)CCSc1nnc(-c2cccnc2)n1-c1ccccc1	-2	0.5	-2	12	6	1	1	-0.4	2	0.2
O=S(=O)(c1ccccc1F)N1CCN(C(=S)NCc2ccccc2)CC1	-11	0.6	8	12	1	-7	-6	-0.3	-8	2.3
Cc1ccc(CNC(=O)CCc2nc3ccccc3c(=O)[nH]2)cc1	0	/	4	19	-2	-18	-1	i	1	0.5
COc1ccc(NC(=S)NCc2ccccc2Cl)c(OC)c1	9	0.5	13	-2	-2	3	-3	-1.2	-26	1.3
O=C(CCNS(=O)(=O)c1ccccc1)Nc1ccccc1	5	0.4	14	4	1	5	0	-2.3	4	-1.1
COc1cccc(NC(=O)CNS(=O)(=O)c2ccc(Cl)cc2)c1	-15	/	1	-5	-3	-3	1	i	-2	0.8
CCOc1ccc(/C(O)=C2/C(=O)C(=O)N(CCOCCO)C2c2cccnc2)cc1 (centres undefined)	-6	/	2	21	11	/	-4	-0.3	-3	-1.0
CC1=C(C(=O)N(C(C)C)C(C)C)CC(CC(=O)NCCc2ccccn2)C(=O)N1Cc1ccccc1 (centres undefined)	11	0.4	0	/	/	/	/	-0.4	-2	/
CCOC(=O)C1CCN(C(=O)Nc2ccc3nc(C)c(C)nc3c2)CC1	-5	/	3	13	3	0	-4	1.0	-2	0.3
O=C(NCCCN1CCOCC1)c1c(O)c2cc(Br)cc(Br)c2[nH]c1=O	-3	/	-3	21	-11	2	0	i	-3	22
Nc1c(-c2ccccc2)cnn1-c1cccc(Cl)c1	-4	0.0	12	12	-6	-5	0	i	2	2.7
CCNc1nc(Oc2ccc(OC)cc2)cc(C(F)(F)F)n1	16	1.7	2	18	-10	-53	-1	-0.3	0	0.1
CCn1cc(S(=O)(=O)NCCc2ccc(OC)c(OC)c2)cn1	-12	2.5	-1	17	-6	-7	0	i	0	-1.0
COc1cccc(CNC(=O)Cn2ncc3c(=O)oc4ccccc4c32)c1	-3	-0.6	2	-1	-4	-5	-2	-0.4	-1	-0.9
COC(=O)c1sccc1NC(=O)Cc1ccc(OC)c(OC)c1	7	/	2	-4	0	-16	-2	-0.3	0	-1.5
COc1ccc(-c2c(-c3cc(OC)cc(OC)c3)n(C)c3ccc(-c4ccc(SC)cc4)cc23)cc1	-2	0.8	5	/	0	3	/	-3.6	-3	1.5
Nc1cc(=O)[nH]c(SCC(=O)Nc2cccc(S(=O)(=O)N3CCCCC3)c2)n1	10	1.0	6	/	-21	-6	/	i	2	-1.1
CC(C)Cn1c(N)c(C(=O)CSc2nnnn2C)c(=O)n(C)c1=O	0	/	0	38	6	-4	-1	0.7	0	-1.2
Cc1ccc(CS(=O)(=O)CCC(=O)NCCN2CCCCC2C)cc1 (centres undefined)	-5	/	-1	3	1	0	0	-0.1	-1	-1.4

Just Anthrax LF inh2, for 5 of the compounds above:
SMILES | Anthrax LF inh2
CC(C)Cn1c(N)c(C(=O)CSc2nnnn2C)c(=O)n(C)c1=O | 0
CC(C)(C)SCCNC(=O)CN(c1ccc(F)cc1)S(C)(=O)=O | -7
Cc1ccc(C(=O)n2cnnc2N)cc1C | -6
O=C(NCCCN1CCOCC1)c1c(O)c2cc(Br)cc(Br)c2[nH]c1=O | -3
Cc1sc2nc(C)n(/N=C/c3ccccc3)c(=O)c2c1C | -6

(list continues)
SMILES	Yp Topo-I inh	TcdB GH inh	MazEF act	DUSP3 inh	Rv3671c inh	PriA SSB inh	SARS 3CLpro inh	BH1578 lux ind	Anthrax LF inh2	PfHsp40 yeast
O=C(Cc1c[nH]c2ccccc12)Nc1ccccc1N1CCOCC1	-5	1.8	10	18	-2	18	4	i	-3	-1.4
CN(CCC#N)C(=O)COC(=O)c1nn(-c2ccccc2)c(=O)c2ccccc12	-6	1.3	2	13	1	-3	1	i	0	-0.5
CC(=O)N(c1ccc(C(C)C)cc1)C1C=CS(=O)(=O)C1 (centres undefined)	3	/	3	33	5	-3	-1	i	-2	-2.0
CCOC(=O)c1sc(-c2ccccc2)cc1N	7	/	-6	-2	-10	-42&-13	1	-0.4	-13	1.0
O=C(Cc1ccccc1)NNC(=O)Nc1ccccc1	6	-0.2	0	20	1	-5	-2	i	0	-0.2
O=C(N[C@@H]1C/C=C\C[C@@H](CC(=O)N(CCO)Cc2ccccc2)C(=O)NC[C@H](c2ccccc2)OC1=O)OCC1c2ccccc2-c2ccccc21	-2	0.9	-7	/	-15	-1	/	-0.5	-10	-1.0
Cc1ccc(S(=O)(=O)N2CCOCC2)cc1C(=O)Nc1ccccc1N1CCOCC1	-7	1.1	1	/	-7	1	/	-5.7	-2	-0.3
Cc1nn2cc(-c3ccc(Cl)cc3)nc2s1	-6	/	-6	-15	4	-3	-1	i	-8	-0.8
COc1cccc(CNS(=O)(=O)c2ccc3c(c2)N(C(C)=O)CCS3)c1	4	0.8	1	19	1	1	4	-0.3	-2	-0.6
C=CCn1c(-c2cccs2)nc2nc3ccccc3nc21	5	/	-4	-8	-5	-16	3	i	5	0.9
Cc1ccc(-c2c(C(=O)N/N=C/c3ccc(C)o3)nnn2-c2nonc2N)cc1	-2	1.6	0	1	3	/	3	-0.4	-2	-0.3
NS(=O)(=O)c1ccc(NC(=O)COC(=O)C23CC4CC(CC(C4)C2)C3)cc1	5	0.6	5	-1	-6	-1	-3	-0.2	1	-1.3
COc1ccc(NC(=O)CC(C)=O)c(OC)c1	1	1.6	3	40	/	-5	1	i	-8	0.6
CC(OC(=O)c1ccco1)C(=O)NCc1cccs1 (centres undefined)	-1	/	2	9	-3	-7	1	i	-4	-1.6
CN(c1ccccc1)S(=O)(=O)c1cccc(NS(=O)(=O)c2cccc(C(=O)O)c2)c1	-2	0.4	4	/	-8	-13	/	-1.1	-2	-0.2

Sorted by length of the SMILES (lowest first): some entries from above
SMILES	Yp Topo-I inh	TcdB GH inh	MazEF act	DUSP3 inh	Rv3671c inh	PriA SSB inh	SARS 3CLpro inh	BH1578 lux ind	Anthrax LF inh2	PfHsp40 yeast
COc1ccc(NC(=O)CC(C)=O)c(OC)c1	1	1.6	3	40	/	-5	1	i	-8	0.6
CC(OC(=O)c1ccco1)C(=O)NCc1cccs1 (centres undefined)	-1	/	2	9	-3	-7	1	i	-4	-1.6
NS(=O)(=O)c1ccc(NC(=O)COC(=O)C23CC4CC(CC(C4)C2)C3)cc1	5	0.6	5	-1	-6	-1	-3	-0.2	1	-1.3

Carrying on.
SMILES	Yp Topo-I inh	TcdB GH inh	MazEF act	DUSP3 inh	Rv3671c inh	PriA SSB inh	SARS 3CLpro inh	BH1578 lux ind	Anthrax LF inh2	PfHsp40 yeast
COCCN(CCOC)S(=O)(=O)c1ccc(OC)cc1	0	/	11	16	1	-13	-2	i	5	0.1
CC(C)=CCc1cc([C@@H]2CC(=O)c3ccc(O)c(CC=C(C)C)c3O2)ccc1O	-13	0.3	10	/	-12	-1	/	-0.4	-2	12
COc1cccc(NC(=O)Nc2nnc(CC(=O)Nc3ccccc3)s2)c1	4	-2.1	1	7	-51	-8	7	-2.0	-6	0.6
O=C(CS(=O)(=O)c1ccc2ccccc2c1)N1CCCCCC1	8	0.3	3	22	-5	1	1	-0.3	0	-1.0
O=C1OC(c2ccccc2)(c2cc(Br)c(O)c(Br)c2)c2ccccc21 (centres undefined)	-6	0.2	-11	/	/	-5	/	-1.7	0	3.3
COc1cc(C)c(Cl)c(C)c1S(=O)(=O)NCc1cccnc1	8	/	0	8	-9	5	2	-0.2	/	?
COc1ccc(CN(CCNC(=O)CCCCC(=O)NCCN(Cc2ccc(OC)cc2)C(C)C)C(C)C)cc1	23	1.2	-3	/	3	-3	/	0.2	-1	-1.5
COc1ccc(-n2c(Cc3cccn3C)nnc2SCC(=O)Nc2ccc3c(c2)OCO3)cc1	15	0.6	10	21	1	11	3	0.0	-3	0.5
N#Cc1ccccc1/C=C/C(=O)N1CCOCC1	-2	-7.8	3	30	-12	2	1	i	0	-0.4
